# Screening results as filed in PubChem BioAssay.
# IL1B secr inh: blocks inflammasome-driven IL-1 beta release | THP-1 LPS/ATP IL-1B secretion, AlphaLISA, 16 h; active compounds read low | activity change, % at 57.5 µM | actives 4.7% (n = 360,000); in the data active means activity change below about -50%; inconclusive means mostly about -30% to -49%; further: on the % scale 0 is the no-effect control and ±100 the full control effect
#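 THP-1 cells pretreated 1 hr with compounds (up to 57.5 uM final), then stimulated with LPS (250 ng/mL final) plus ATP (1.25 mM final); secreted IL-1B measured by AlphaLISA after 16 hr, decreased signal indicating inhibition.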
# MCF10A rereplic: DNA re-replication induction in MCF 10a cells; actives 2.9% (n = 350,000); Potency, µM (highest dose often 46.1 µM), for inactives: at the top dose activity, positive = re-replication, actives largely listed as activators; MCF 10A DNA re-replication, Hoechst nuclear intensity, 48 h; further: potency means the concentration at half of the fitted maximal effect; % of control where 0% means no effect; nearly all actives have a fitted effect of over 50% in size
# SW480 rerep: induces DNA re-replication in SW480 colon adenocarcinoma cells. Potency, µM (highest dose often 46.1 µM), for the others: top-dose re-replication activation, hits mostly activators. SW480 DNA re-replication, Hoechst DNA content imaging, 48 h. actives 1.8% (n = 340,000); further: potency means the concentration at half of the fitted maximal effect; % of control where 0% means no effect; nearly all actives have a fitted effect of over 55% in size
#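 250 cells/well; 23 nL cpd via pin tool; 48 hr, 37 C, 5% CO2; Hoechst 40 min; imager read of total nuclear intensity, ex 405/em 500-530 nm.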
# HT1080-NT tox: kills 2HG-producing HT-1080-NT fibrosarcoma cells. HT-1080-NT fibrosarcoma viability, CellTiter-Glo ATP luminescence, 48 h. Potency, µM (highest dose often 46.1 µM), for inactives: at the highest dose activity, negative = less viability, usual class: cytotoxic. actives 1.6% (n = 360,000);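 further: NT is the 2HG producing partner of a matched IDH1 knockdown line; potency means the concentration at half of the fitted maximal effect; 0% = DMSO-treated cells and -100% = media-only wells without cells; nearly all actives have a fitted effect of over 55% in size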
#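 HT-1080-NT; 750 cells/well; 5% FBS RPMI; 48 h compound, 37 degrees C; CellTiter-Glo luminescence; curve fitting and curve-class assignment.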
# KB-V1 cytotox: KB-V1 MDR subline cytotoxicity. KB-V1 MDR cells viability, CellTiter-Glo, 72 h. Potency, µM (titrated, usually from 46.1 µM), without a hit: top-dose activity change, negative = cytotoxicity, hits mostly cytotoxic. actives 3.4% (n = 400,000); further: potency means the concentration at half of the fitted maximal effect; on the % scale 0 is the no-effect control and ±100 the full control effect; nearly all actives have a fitted effect of over 60% in size
#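 Cytotoxicity toward P-gp-expressing KB-V1 cells was determined as loss of CellTiter-Glo luminescence after 72 h at 37 degrees C. Compounds were tested in quantitative HTS format across a concentration range, with curves fitted to normalized data.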
# KB-3-1 cytotox: KB-3-1 parental cell cytotoxicity. actives 1.4% (n = 400,000). AID 1347075. Potency, µM (highest dose often 46.1 µM), without a hit: at the highest dose activity change, negative = cytotoxic, hits mostly cytotoxic. KB-3-1 viability, CellTiter-Glo ATP luminescence, 72 h; further: potency means the concentration at half of the fitted maximal effect; on the % scale 0 is the no-effect control and ±100 the full control effect; nearly all actives have a fitted effect of over 60% in size
#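 Screening of KB-3-1 cells (DMEM, 10% FBS, phenol-red free) ran from lowest to highest compound concentration; after 72 h at 37 °C viability was read luminescently and curves fitted.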
# ATXN2 expr inh: inhibitors of ATXN2 expression. HEK-293 ATXN2-luciferase reporter, luminescence, 24 h. actives 0.72% (n = 360,000). Potency, µM (doses to about 57 µM), for the others: at the highest dose activity change, negative = inhibition, hits mostly inhibitors; further: potency means the concentration at half of the fitted maximal effect; on the % scale 0 is the no-effect control and ±100 the full control effect; nearly all actives have a fitted effect of over 55% in size
#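 qHTS (up to 57 uM final) was run with 24 h compound exposure of reporter cells at 37 °C. Each well was multiplexed: SteadyGlo luminescence measured ATXN2-luciferase expression after a fluorogenic Gly-Phe-AFC viability readout (25 uM final).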
# WRN inhibitor: WRN helicase (human) inhibition; Q14191; WRN helicase unwinding, fluorescent forked duplex, kinetic; Potency, µM (highest dose often 114 µM), inactives show top-dose activity change, negative = inhibition, most hits filed as inhibitors; actives 0.46% (n = 360,000); AID 651768; further: potency means the concentration at half of the fitted maximal effect; on the % scale 0 is the no-effect control and ±100 the full control effect; nearly all actives have a fitted effect of over 55% in size
# Target sequence (Q14191 whole entry, looked up): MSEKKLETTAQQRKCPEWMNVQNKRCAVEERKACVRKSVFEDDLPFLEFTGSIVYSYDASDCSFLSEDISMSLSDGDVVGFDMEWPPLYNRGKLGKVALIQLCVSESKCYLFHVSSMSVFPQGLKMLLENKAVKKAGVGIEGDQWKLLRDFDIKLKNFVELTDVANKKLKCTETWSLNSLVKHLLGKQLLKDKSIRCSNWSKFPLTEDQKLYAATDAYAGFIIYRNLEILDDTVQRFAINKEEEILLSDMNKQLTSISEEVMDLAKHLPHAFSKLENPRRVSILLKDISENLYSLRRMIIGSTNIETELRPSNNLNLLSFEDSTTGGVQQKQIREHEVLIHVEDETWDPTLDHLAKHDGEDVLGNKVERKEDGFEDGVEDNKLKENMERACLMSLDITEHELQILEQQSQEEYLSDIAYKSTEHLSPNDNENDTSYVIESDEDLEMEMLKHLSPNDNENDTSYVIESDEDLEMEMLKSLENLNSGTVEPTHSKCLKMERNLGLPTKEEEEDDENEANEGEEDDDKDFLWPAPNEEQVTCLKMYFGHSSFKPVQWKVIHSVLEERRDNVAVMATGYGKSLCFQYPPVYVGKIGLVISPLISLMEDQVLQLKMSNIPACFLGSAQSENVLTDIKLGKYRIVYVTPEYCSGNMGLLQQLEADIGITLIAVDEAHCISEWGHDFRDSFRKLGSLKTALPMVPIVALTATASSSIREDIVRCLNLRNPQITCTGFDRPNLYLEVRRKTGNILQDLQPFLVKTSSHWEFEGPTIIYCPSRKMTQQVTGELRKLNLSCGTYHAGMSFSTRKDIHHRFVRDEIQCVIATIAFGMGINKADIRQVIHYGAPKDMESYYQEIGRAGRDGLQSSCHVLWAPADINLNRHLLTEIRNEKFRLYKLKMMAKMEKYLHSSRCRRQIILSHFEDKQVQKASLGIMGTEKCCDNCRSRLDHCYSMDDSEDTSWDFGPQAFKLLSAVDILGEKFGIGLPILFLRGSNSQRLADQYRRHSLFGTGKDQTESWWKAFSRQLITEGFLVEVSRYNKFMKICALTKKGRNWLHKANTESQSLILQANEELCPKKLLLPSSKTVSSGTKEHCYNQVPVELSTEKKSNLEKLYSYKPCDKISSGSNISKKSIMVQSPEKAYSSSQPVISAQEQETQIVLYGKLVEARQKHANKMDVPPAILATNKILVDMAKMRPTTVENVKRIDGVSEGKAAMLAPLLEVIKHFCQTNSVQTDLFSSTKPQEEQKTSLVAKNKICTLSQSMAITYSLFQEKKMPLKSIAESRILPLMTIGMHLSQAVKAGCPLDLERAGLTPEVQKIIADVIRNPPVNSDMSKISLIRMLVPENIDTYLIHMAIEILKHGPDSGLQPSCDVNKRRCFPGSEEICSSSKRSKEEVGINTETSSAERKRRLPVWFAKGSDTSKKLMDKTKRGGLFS
#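 Enzyme (20 nM final) and test compound sit together 15 min at room temperature before substrate addition. Substrate is a single-forked duplex oligonucleotide (100 nM) labelled with fluorophore and quencher, with 2 mM ATP; helicase unwinding raises red fluorescence, read kinetically.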
# HT1080 IDH1KD tx: HT-1080 IDH1 knockdown cell toxicity (counter line); HT-1080 IDH1 knockdown viability, ATP luminescence, 48 h; Potency, µM (doses to about 46.1 µM), inactives show at the top dose activity, negative = toxicity, hits mostly cytotoxic; AID 686971; actives 2% (n = 360,000);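 further: potency means the concentration at half of the fitted maximal effect; 0% = DMSO wells and -100% = cell-free medium wells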
#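 Cytotoxicity counter-line: IDH1KD HT-1080, 48 h, CellTiter-Glo. Curves classed by r2, magnitude and activity.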
# The depositor's hits bear a star; ? = inconclusive; . = not tested or not shown; & = joins results of further samples; [ ] = remark or other dose. Unless noted, the call rests on the fitted dose curve; in most records, active means well fitted curve in the direction sought with a large enough effect; inconclusive means small, poorly fitted or top-dose-only effect, or another doubt; inactive means no such curve, though single readings can be large; an effect the other way counts as inactive or inconclusive. Compounds were not picked by outcome; any-hit rate near 12%.
SMILES,IL1B secr inh,MCF10A rereplic,SW480 rerep,HT1080-NT tox,KB-V1 cytotox,KB-3-1 cytotox,ATXN2 expr inh,WRN inhibitor,HT1080 IDH1KD tx
CCOC(=O)C1Cn2c(nc3c(c2=O)C(C)(C)Cc2ccccc2-3)S1 (centres undefined),-3,21%,-3%,-11%,4%,0%,-3%,-2%,-13%
COCC(=O)Nc1cc(C)cn(Cc2ccccc2Cl)c1=O,3,?,-3%,8%,-28%,13%,14%,3%,27%
Cc1ccccc1NC(=O)CCN1C(=O)c2ccccc2C1=O,-8,16%,0%[9.22 µM],20%,0%,-2%,-10%,-28%,21%
Cc1oc2c(cc(NS(=O)(=O)c3ccc(C(C)C)cc3)c3ccccc32)c1C(=O)O,39,?,?,-13%,?,14%&-8%,-17%&-3%,-6%[11.6 µM],-10%
CCc1ccccc1NC(=O)CNC(=O)c1ccc(OCc2cn3ccccc3n2)cc1,31,4%,-4%,-2%,13%,1%,-1%,-21%,-10%
O=[N+]([O-])c1ccc(NCc2ccccn2)nc1,40,-5%,-4%,5%,-6%,0%,11%,-6%,2%
CNCc1c(OCc2ccc(F)cc2)ccc2ccccc12,-55*,1%,1%[1.84 µM],-20%,-31%,-11%,-34%,-6%[57.1 µM],-10%
CC1(C(=O)NCc2ccccc2Br)CCN1Cc1csc2ccccc12 (centres undefined),-11,.,.,?,?,-19%,?,0%[57.1 µM],?
O=C(CSc1nnnn1-c1cccc2ccccc12)Nc1ccc(C(=O)O)cc1,24,1%,-17%,11%,7%,3%,.,1%,9%
COc1c(C)cc(C(=O)C2CCCN(C(=O)c3cc(C)nc(C)n3)C2)cc1C (centres undefined),58,3%,-9%,14%,15%,14%,0%,22%,12%
Cc1cc(F)ccc1NCc1cc2c(cc1[N+](=O)[O-])OCO2,?,2%,-5%,1%,-1%,-13%,-12%,-5%,-21%
CCCC(=O)NNC(=O)Nc1ccccc1,7,6%,-1%,11%,4%,-9%,-9%,2%,21%
COc1ccc(C(C)NC(=O)C23CC4CC(CC(C4)C2)C3)cc1OC (centres undefined),-10,5%,-17%,0%,1%,10%,-5%,9%,-7%
CC1CCCCC1NC(=O)CSc1nncn1N (centres undefined),13,-1%,-3%,12%,-1%,-7%,-11%,6%[57.1 µM],0%
O=C(CN1C2CCCC1CC(NC(=O)c1ccco1)C2)Nc1ccccc1C(F)(F)F (centres undefined),-25,7%,-1%,10%,?,-20%,-22%,-1%,7%
O=C(NC(=S)Nc1ccccc1Cl)c1ccco1,3,0%,-15%,-4%,-3%,17%,84%[activator],-8%,-3%
CCOc1nc(N2CCOCC2)nc(N2CCOCC2)n1,1,-35%[inhibitor],-3%,4%,5%,-4%,-11%,-1%,-10%
COc1ccc(C(=O)NC(=S)Nc2ccc(CN3CCOCC3)cc2)cc1,.,27%,?,?,?,-14%,11%,5%,?
O=C1c2ccccc2C(=O)N1CCc1csc(-c2cccc(Cl)c2)n1,-23,?,8%,0%,?,-6%,-22%,1%,-8%
c1ccc(-c2c3ccccc3nc3[nH]c4ccccc4c23)cc1,20,?,12µM*,-9%,-18%,6%,3%,-2%,-1%
CCOC(=O)c1sc(=S)n(-c2ccccc2)c1C,22,12%,-10%,-2%,-3%,?,4%,-12%,0%
Cc1ccc(C(=O)Cn2c(C(=O)/C=C/c3ccccc3)nc3ccccc32)cc1,?,23µM*,?,?,13µM*,?,?,-10%,?
COC(=O)c1c(C(=O)OC)c2cc(C(=O)c3ccccc3)ccn2c1Cl,11,?,-1%,-14%,-7%,13%,-16%,-15%,-8%
CCN(CC)c1ccc(NC(=O)Nc2ccc(C(C)=O)cc2)cc1,-12,2%,2%,4%,-21%,-1%,8%,-2%,4%
O=C(O)c1ccc(COc2ccccc2Cl)cc1,-6,21%,2%,14%,5%,-11%,8%,-4%,-4%

# (continued)
SMILES,IL1B secr inh,MCF10A rereplic,SW480 rerep,HT1080-NT tox,KB-V1 cytotox,KB-3-1 cytotox,ATXN2 expr inh,WRN inhibitor,HT1080 IDH1KD tx
O=C(OCc1ccc(Br)cc1)c1cccc(S(=O)(=O)N2CCCC2)c1,2,14%,8%,-3%,?,-19%,-11%,-16%,2%
O=C(CCS(=O)(=O)Cc1cccc(Cl)c1)NCCc1ccccc1,3,?,-21%,-1%,20%,6%,.,7%,3%
CCn1ccnc1CNC(=O)c1cc(COc2ccc(F)cc2F)on1,32,20%,0%,11%,?,-2%,4%,-8%,13%
COc1ccc(C(=O)N2N=C(c3ccc(NS(C)(=O)=O)cc3)CC2c2cccs2)cc1 (centres undefined),-20,-5%,-6%,-14%,8%,-1%,-32%,-3%,-28%
COc1ccc(CC(=O)Nc2ncc([N+](=O)[O-])s2)cc1OC,106,-3%,1%,-1%,2%,?,.,?,-1%
CCN(CC(=O)Nc1ccc(OC)cc1)CC(=O)Nc1sc2c(c1C(=O)OC)CCCC2,14,?,9%,?,?,?,.,4%,?
CC(NC(=S)NC(=O)c1ccccc1Br)c1ccccc1 (centres undefined),75,6%,-1%,-2%,11%,-4%,4%,-7%,-1%
Cc1ccc(NC(=S)N2CCCN(Cc3ccc(F)cc3)C2)c(C)c1,-22,11%,20%,-9%,-3%,-7%,0%,-3%,-17%
CC(=O)c1cccc(NC(=O)C2(C)Cc3c(-c4cccc(C(F)(F)F)c4)ccnc3O2)c1 (centres undefined),-10,.,.,?,?,-1%,?,-7%,?
CCOc1ccc(NC(=S)NC(=O)c2c(Cl)c(C)nn2C)c([N+](=O)[O-])c1,1,-2%,-10%,4%,-30%,4%,-7%,?,15%
COc1cc(C)c(C)cc1S(=O)(=O)N1CCN(Cc2ccc3c(c2)OCO3)CC1,-9,-6%,-7%,-5%,-14%,0%,-1%,3%,1%
CCCCNc1ncnc2c1cnn2-c1ccccc1,-13,?,6.5µM*,?,?,6.5µM*,42%[activator],-1%,15µM*
CCNC(=S)N1CCc2cc(OC)c(OC)cc2C1COc1ccc(OC)cc1 (centres undefined),-22,9%,2%,-3%,-2%,-3%,-2%,-15%,-22%
CCC(=O)N=C1SC2CS(=O)(=O)CC2N1c1cccc(OC)c1 (centres undefined),-17,5%,3%,6%,8%,-3%,0%,-7%,1%
Cc1c(Cl)cccc1NS(=O)(=O)c1cccc2nsnc12,18,0%,1%,2%,9%,-1%,9%,-3%,2%
O=C(Nc1cccc2nsnc12)c1cc2c(cc1Cl)Sc1nccn1S2(=O)=O,6,3%,5%,9%,0%,?,6%,?,0%
CCOc1ccc(NC(=O)CNC(=O)c2ccc(OC)c(OC)c2)cc1,-13,0%,-12%,2%,?,21%,-6%,9%,-8%[9.24 µM]
CCCn1c(SCCc2ccccc2)nc2c1c(=O)[nH]c(=O)n2C,-21,10%,-2%,-2%,-17%,0%,-1%,-15%,0%
CNS(=O)(=O)c1cccc(C(=O)OCCCC(=O)c2ccccc2)c1,17,12%,-6%,0%,?,?,-20%,-5%,-10%
COc1ccc(C(C)=O)cc1CC(=O)NCCCn1ccnc1,6,8%,-2%,19%,9%,3%,-1%,-3%,2%
Cc1ccc(OCC(=O)NCCNC(=O)c2ccco2)cc1,6,-3%,-5%,24%,-17%,10%,13%,25%,23%
O=C(CN1C(=O)c2ccccc2C1=O)OCc1nc2ccsc2c(=O)[nH]1,-4,0%,-3%,7%,-6%,6%,.,-1%,9%
COc1ccc(CN2C(=O)C(CC(=O)NCC3CCCCC3)CC(C(=O)N(C(C)C)C(C)C)=C2C)cc1 (centres undefined),7,.,.,-2%,16%,13%,9%,2%,3%
CCNC(=O)C1CCCN(C(=O)c2cccc(C#N)c2)CC1 (centres undefined),29,.,.,?,-1%,0%,12%,5%,23%
O=C(Nc1ccccc1N1CCCCC1)c1cnccn1,-3,5%,-10%,2%,-22%,-20%,-7%,-11%,-9%

# (cont.)
SMILES,IL1B secr inh,MCF10A rereplic,SW480 rerep,HT1080-NT tox,KB-V1 cytotox,KB-3-1 cytotox,ATXN2 expr inh,WRN inhibitor,HT1080 IDH1KD tx
Cc1ccccc1OCC(=O)NCC(=O)OCc1ccc(Br)cc1,-5,0%,0%,-1%,.,.,-11%,?,-6%
COc1ccc(CCN(C)C(=O)c2cc(=O)c3ccccc3o2)cc1OC,-54*,-4%,1%,15%,?,6%,4%,0%,29%
O=C1c2ccccc2NC(c2ccccc2)N1Cc1ccccc1 (centres undefined),-28,3%,-1%[9.22 µM],-16%,-9%,-14%,3%,-15%,-11%
NS(=O)(=O)c1ccc(NNC(=O)c2ccccc2C(=O)O)cc1,5,-1%,-19%,-4%,-1%,1%,.,-5%,-9%
O=[N+]([O-])c1cn(Cc2ccccc2)cn1,20,9%,-9%,3%,5%,20%,1%,2%,-19%
CCCNC(=O)C(Cc1ccccc1F)NC(=O)c1ccccn1 (centres undefined),5,-7%,-3%,1%,-1%,19%,4%,-11%,7%
NNC(=O)c1cc2ccccc2[nH]1,71,12µM*,18µM*,?,2%,?,-7%,-2%[57.1 µM],2.1µM*
O=C1NC(c2ccccc2)CCO1 (centres undefined),26,-16%,-2%,4%,12%,38%,9%,-6%,-2%

# Arranged by SMILES length (high to low): some entries from above
SMILES,IL1B secr inh,MCF10A rereplic,SW480 rerep,HT1080-NT tox,KB-V1 cytotox,KB-3-1 cytotox,ATXN2 expr inh,WRN inhibitor,HT1080 IDH1KD tx
Cc1ccccc1OCC(=O)NCC(=O)OCc1ccc(Br)cc1,-5,0%,0%,-1%,.,.,-11%,?,-6%
O=C1c2ccccc2NC(c2ccccc2)N1Cc1ccccc1 (centres undefined),-28,3%,-1%[9.22 µM],-16%,-9%,-14%,3%,-15%,-11%
NNC(=O)c1cc2ccccc2[nH]1,71,12µM*,18µM*,?,2%,?,-7%,-2%[57.1 µM],2.1µM*
